# Screens as filed in PubChem.
# Sm TGR inh = S. mansoni TGR enzyme inhibition. Potency, µM (highest dose often 114 µM), for the others: at the highest dose activity change, negative = inhibition, most hits filed as inhibitors. 3% of 360,000 active. purified TGR, DTNB reduction, TNB absorbance 405 nm; note: nearly all actives have a fitted effect of over 60% in size
#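 First, TGR (20 nM dispensed) and NADPH were mixed with compound. Second, a 15 min room-temperature incubation followed. Third, further NADPH and then DTNB were added to start the reaction. Finally, TNB absorbance was monitored kinetically.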
# Pf growth 96h = P. falciparum growth inhibition at 96 hours; AID 504834; P. falciparum luciferase reporter growth, 96 h; 6.9% of 320,000 active; Potency, µM (doses to about 28.7 µM), for the others: top-dose activity change, negative = inhibition, usual class: inhibitors
#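 Two parasite generations (96 h, 37 C, 5% CO2) of compound exposure in infected erythrocytes (0.05% parasitemia, 2% hematocrit). Luciferase-reporter P. falciparum; decreased luminescence indicates inhibited growth, aimed at apicoplast-acting delayed death.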
# Pf growth 48h = inhibits P. falciparum growth in the first generation, 48 h; 5.9% of 310,000 active; P. falciparum luciferase growth in erythrocytes, 48 h; Potency, µM (top dose mostly 28.7 µM), for inactives: at the highest dose activity change, negative = inhibition, hits mostly inhibitors
#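 Growth was read as firefly luciferase luminescence after a 48 h, 37 C, 5% CO2 exposure of compounds to reporter-bearing P. falciparum cultures (0.1% parasitemia, 2% hematocrit final) in Albumax-supplemented RPMI 1640.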
# HCV inhibitor = HCV inhibition | Huh7.5.1 HCVcc-Cre infection, luciferase reporter, 44 h | Potency, µM (highest dose often 41.8 µM), for the others: at the top dose activity change, negative = inhibition, hits mostly inhibitors | 3.4% of 340,000 active
#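 Luciferase read-out (15 sec integration) after a 15 min room-temperature substrate step quantifies HCVcc-Cre infection. Cells, 1,000 per well, had compound added 4 h post-plating, then virus at ~0.5 moi, and were cultured 44 h.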
# LmPK inhibitor = blocks Leishmania mexicana pyruvate kinase activity; Q27686; purified LmPK, Kinase-Glo ATP luminescence, 1 h; Potency, µM (doses to about 57.5 µM), for inactives: top-dose activity change, negative = inhibition, actives largely listed as inhibitors; 0.37% of 290,000 active
# Target sequence (Q27686 whole entry, looked up): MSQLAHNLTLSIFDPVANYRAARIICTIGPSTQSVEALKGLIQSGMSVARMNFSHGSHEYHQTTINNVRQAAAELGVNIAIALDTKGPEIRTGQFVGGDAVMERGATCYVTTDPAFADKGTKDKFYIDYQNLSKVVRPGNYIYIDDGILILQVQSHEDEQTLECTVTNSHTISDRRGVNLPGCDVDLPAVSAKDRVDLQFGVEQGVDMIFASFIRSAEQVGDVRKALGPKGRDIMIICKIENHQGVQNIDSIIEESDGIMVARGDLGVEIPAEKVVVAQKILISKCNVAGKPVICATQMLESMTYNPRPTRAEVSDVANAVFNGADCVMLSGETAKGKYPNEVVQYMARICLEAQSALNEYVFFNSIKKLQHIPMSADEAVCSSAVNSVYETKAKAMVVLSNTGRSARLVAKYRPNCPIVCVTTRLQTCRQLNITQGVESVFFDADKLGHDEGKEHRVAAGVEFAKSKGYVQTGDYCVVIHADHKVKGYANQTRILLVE
#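 0.1 nM LmPK, 0.5 mM PEP, 0.1 mM ADP; 50 mM imidazole pH 7.2, 7 mM MgCl2, 50 mM KCl; 1 h RT. Kinase-Glo luminescence readout, normalized to no-enzyme (full inhibition) and uninhibited wells.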
# Tb PYK inh = T. brucei pyruvate kinase inhibition; Q57TT1; TbPYK enzyme, Kinase-Glo Plus ATP luminescence, 45 min; Potency, µM (doses to about 76.8 µM), without a hit: at the highest dose activity, negative = inhibition, usual class: inhibitors; 0.12% of 410,000 active; AID 624173; note: nearly all actives have a fitted effect of over 50% in size
#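 Assay buffer: 50 mM TEA pH 7.2, 100 mM KCl, 10 mM MgCl2, 0.05% BSA, 0.01% Tween-20. Pyruvate kinase from T. brucei plus substrate met compound, then ADP (130 uM final). Luminescence was read post 45 min RT.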
# * = called active by the depositor; ? = inconclusive; nt = no result given; [ ] = dose if it differs, or a comment. Calls come from the whole dose curve; as a rule, active = well fitted curve in the direction sought with a large enough effect; inconclusive = small, poorly fitted or top-dose-only effect, or another doubt; inactive = no such curve, though single readings can be large; an effect the other way counts as inactive or inconclusive. % is set by controls: 0 for no effect and ±100 for the full control effect; potency is the fitted concentration of half-maximal effect.
SMILES,Sm TGR inh,Pf growth 96h,Pf growth 48h,HCV inhibitor,LmPK inhibitor,Tb PYK inh
CN(c1ccc(C(=O)NCc2ccccn2)cc1)S(=O)(=O)c1ccc(Cl)cc1,7%,-25%,-23%,0%,-3%,-6%
Cc1ccc(S(=O)(=O)N2CCC(C(=O)NNC(=O)c3ccccc3O)CC2)cc1C,2%,16%,0%,?,nt,-3%
Cc1[nH]n(C2=NCCS2)c(=O)c1N=Nc1ccccc1,nt,32%[activator],11%,-6%,-5%,-11%
Cc1[nH]c2c(Cl)cccc2c1CCN,-12%,80%[activator],1%,11%,-1%,-2%
Cc1ccc(S(=O)(=O)N2CCCN(S(=O)(=O)c3ccc(C)c(C)c3)CC2)cc1C,-2%,?,nt,-18%,-8%,2%
CC(=O)[C@H]1CC[C@H]2C3CC[C@H]4C[C@H](O)CC[C@]4(C)C3CC[C@]12C (stereo not given in full),nt,1%,-24%,nt,nt,3%
NC(=O)c1c(NC(=O)c2c(F)cccc2F)sc2c1CCN(Cc1ccccc1)C2,0%,-10%,-3%,?,5%,-1%
Cc1ccc2nc(C(O)C(O)c3nc4ccc(C)cc4[nH]3)[nH]c2c1 (stereo not given),-2%,nt,-104%,-17%,7%,-1%
COc1ccc(NS(=O)(=O)c2cccc(NC(=O)c3ccc(S(=O)(=O)N4CCCCCC4)cc3)c2)cc1,1%,13µM*,?,?,2%,-1%
COc1cc(CN2CCN(Cc3ccc(C)cc3)CC2)c([N+](=O)[O-])cc1OC,5%,34%[activator],?,?,-6%,4%
Cc1csc(N(C)C(=O)CSc2nnc(COc3ccccc3C)o2)n1,0%,?,nt,0%,6%,1%
COc1ccccc1CN(C)CC(=O)Nc1cccc2ccccc12,-4%,0%,-7%,-1%,3%,-5%
COc1ccc(-n2c(=S)[nH]c3cc(C(=O)NC4CCCCC4)ccc3c2=O)c(OC)c1,-4%,4%,32%[activator],?,-4%,-3%
Cc1cc(C)n(CC(=O)Nc2ccc3c(c2)OCO3)c(=O)c1C#N,1%,-4%,17%,4%,nt,-5%
O=C(OC(C(=O)Nc1cc(Cl)cc(Cl)c1)c1ccccc1)C1=COCCO1 (stereo not given),-4%,-18%,-2%,3%,3%,-6%
O=C(COC(=O)C1CC2C=CC1C2)Nc1cccc(S(=O)(=O)N2CCOCC2)c1 (stereo not given),-21%,-1%,12%,10%,4%,5%
Cc1cc(C)c(C(=O)C[n+]2cccc(C(N)=O)c2)c(C)c1,15%,?,?,17%,-6%,-8%
O=C(Nc1ccccc1Cl)C(=O)c1cn(CC(=O)N2CCOCC2)c2ccccc12,0%,12µM*,139%[activator],-11%,-13%,-1%
Cc1ccc(C(=O)N/N=C\c2ccccc2[N+](=O)[O-])cn1,-2%,?,19%,-8%,-2%,-7%
C[C@@H](NC(=O)[C@@H]1Cc2ccccc2CN1C(=O)OC(C)(C)C)C(=O)NCc1ccco1,-12%,?,?,18%,1%,0%
Cc1ccc(NC(=O)c2ccco2)c(NC(=O)c2ccccc2)c1,-1%,-28%,16%,?,0%,-4%
CCOC(=O)C1C(=O)C=C(c2cccs2)CC1c1ccccc1C (stereo not given),-14%,?,?,?,3%,31%
Fc1cccc(Cc2noc(CN3CCCCC3CCc3ccccn3)n2)c1 (stereo not given),-1%,13%,?,-3%,2%,-1%
COc1ccc(S(=O)(=O)N(C)CC(=O)NCC2CCCO2)cc1OC (stereo not given),5%,3%,4%,17%,1%,3%
CSC1=NP(=S)(SC)N2CCCC2=C1C#N (stereo not given),10%,59%[activator],34%[activator],10%,-2%,-17%

# The list goes on; the last six above are carried over.
SMILES,Sm TGR inh,Pf growth 96h,Pf growth 48h,HCV inhibitor,LmPK inhibitor,Tb PYK inh
C[C@@H](NC(=O)[C@@H]1Cc2ccccc2CN1C(=O)OC(C)(C)C)C(=O)NCc1ccco1,-12%,?,?,18%,1%,0%
Cc1ccc(NC(=O)c2ccco2)c(NC(=O)c2ccccc2)c1,-1%,-28%,16%,?,0%,-4%
CCOC(=O)C1C(=O)C=C(c2cccs2)CC1c1ccccc1C (stereo not given),-14%,?,?,?,3%,31%
Fc1cccc(Cc2noc(CN3CCCCC3CCc3ccccn3)n2)c1 (stereo not given),-1%,13%,?,-3%,2%,-1%
COc1ccc(S(=O)(=O)N(C)CC(=O)NCC2CCCO2)cc1OC (stereo not given),5%,3%,4%,17%,1%,3%
CSC1=NP(=S)(SC)N2CCCC2=C1C#N (stereo not given),10%,59%[activator],34%[activator],10%,-2%,-17%
Cc1cc(Nc2nc3ccccc3[nH]c2=O)n(-c2ccccc2)n1,4%,1%[5.75 µM],?,-7%,0%,2%
COc1cc(NC(=O)c2cc(-n3cnnc3)ccc2Cl)cc(OC)c1,-6%,13µM*,2%,-21%,-3%,-17%
CCOC(=O)N1N=C(c2ccc(OC)cc2)CC1(O)C(F)(F)F (stereo not given),9%,21%,70%[activator],1%,-2%,0%
COC(=O)COc1ccc(S(=O)(=O)N2CCCCCC2)cc1,0%,-11%,0%,12%,0%[11.5 µM],-1%
O=C(c1ccc(F)cc1F)N1CCC(N2CCC(C(=O)N3CCOCC3)CC2)CC1,-8%,?,23%,0%,-11%,1%
CCOC(=O)c1c(NC(=O)CSc2nnc(C)c(=O)[nH]2)sc2c1CCC2,-17%,nt,3%,3%,4%,0%
CCCC1=C(C(=O)OCC)C(c2ccncc2)n2ncnc2N1 (stereo not given),2%,?,nt,16%,-6%,0%
CN(C)Cc1c(O)ccc2occ(C(=O)c3ccccc3)c12,-3%,nt,-11%,-5%,4%,7%
CCOc1ccc(NC(=O)CN(C)C(=O)c2ccc3nc(CC)c(CC)nc3c2)cc1OCC,-1%,?,?,?,nt,-4%
S=C1NCCNC(=S)NCCOCCOCCN1,1%,-11%,12%,11%,2%,-6%
CCN(CC(=O)Nc1ccc(Cl)c(C(F)(F)F)c1)CC(=O)NC1CCS(=O)(=O)C1 (stereo not given),-3%,11%,-13%,-2%,3%,-4%
Cc1ccc(N(CC(=O)NC(C)C)C(=O)CCC(=O)Nc2nccs2)cc1,-23%,-30%,2%,3%,-7%,-7%
CCn1nc(C)cc1C(=O)N1CCc2c([nH]c3ccccc23)C1c1cc(F)ccc1F (stereo not given),1%,?,?,14%,-3%,3%
Cc1ccc(S(=O)(=O)N2CCOCC2)cc1NC(=O)CNCc1ccccc1Cl,3%,-7%,?,-15%,nt,4%
Cc1nn(-c2ncc(C(F)(F)F)cc2Cl)c(=O)n1-c1c(F)cccc1F,10%,28%,?,8%,12%,-6%
COc1cc(C(=O)Nc2ccc(NC(=O)c3ccccc3)nc2)cc(OC)c1OC,-12%,29%,5.2µM*,?,-5%,-2%
COc1ccc(-c2csc(NC(=O)c3ccc(S(=O)(=O)N4CCc5ccccc5C4)cc3)n2)c(OC)c1,2%,?,-8%,?,4%,0%
CN(CC(=O)Nc1ccc(Cl)c(C(F)(F)F)c1)C(=O)C1CSC2(C)CCC(=O)N12 (stereo not given),-7%,0%,?,5%,nt,4%
CCOC(=O)N1CCN(C(=S)Nc2cc(S(=O)(=O)N3CCOCC3)ccc2Cl)CC1,25%,2%,-12%,?,-5%,-20%
O=C(NCCN1CCOCC1)c1cc(-c2cccc(O)c2)on1,2%,155%[activator],38%[activator],-1%,-9%,-2%
COCCCn1c(SCC(=O)N2CCCCC2C)nnc1-c1ccco1 (stereo not given),0%,19%,28%,0%,-6%,-5%
CCc1cc2c(=O)n(-c3ccccc3)c(SCC(=O)O)nc2s1,4%,12%,8%,2%,-4%,-5%
O=c1c2c(nc3n1CCCCC3)-c1ccccc1CC21CCCCC1,5%,8.3µM*,-17%,14%,-1%,2%
O=C(COc1ccc(Cl)cc1)NNC(=O)C(=O)N1CCCCC1,1%,9%,3%,14%,6%,-3%
CCOc1ccc(C2C(C(=O)c3cccs3)=C(O)C(=O)N2Cc2cccnc2)cc1 (stereo not given),1%,41%[activator],12%,4%,-2%,-7%

# Next part
SMILES,Sm TGR inh,Pf growth 96h,Pf growth 48h,HCV inhibitor,LmPK inhibitor,Tb PYK inh
Cc1cc(N2CCN(c3ccc([N+](=O)[O-])c4cccnc34)CC2)c2ccccc2n1,-14%,7.4µM*,-18%,-17%,1%,-7%
CC(=O)Nc1c(O)nc(SCC(=O)Nc2ccc(C(C)=O)cc2)[nH]c1=O,-5%,3%,83%[activator],10%,-6%,3%
COc1ccc(-c2cn(CCC(=O)O)c(C)n2)cc1,-5%,61%[activator],6%,-1%,nt,0%
CCN(CC)S(=O)(=O)c1ccc(N2CCOCC2)c(NC(=O)c2cccc(C#N)c2)c1,5%,?,?,-11%,10%,4%
Cc1ccc(OCC(=O)Nc2cc(C)on2)c([N+](=O)[O-])n1,nt,33%[activator],29%,13%,3%,-5%
CC(=O)Nc1ccc(NC(=O)COc2ncnc3ccccc23)cc1,4%,15%,16%,25%,-6%,4%
COc1cccc(NC(=O)CN(C)C(=O)c2cc(S(=O)(=O)NCc3ccccc3)ccc2C)c1,2%,-28%,-14%,nt,1%,11%
Cn1c2c(c(=O)n(C)c1=O)[C@@H]1c3c(ccc4ccccc34)OC[C@@H]1CO2,0%,43%[activator],12%,3%,-12%,-1%
NC(=O)CSc1nc2cc3c(cc2c(=O)n1CCCC(=O)NCc1ccc2c(c1)OCO2)OCO3,-28%,?,4%,?,-1%,-8%
COc1ccccc1NCC(=O)N/N=C/c1cccnc1,-2%,?,0%,nt,-3%,0%
CC1Oc2ccccc2N(CC(=O)N2CCCc3ccccc32)C1=O (stereo not given),-30%,9.3µM*,-21%,18%,1%,-12%
CC(C)(C)NC(=O)c1cc(F)c(F)cc1Cl,-12%,nt,15%,-3%,3%,2%
COc1ccc(NC(=O)COC(=O)/C=C/c2ccc(OC)c(S(=O)(=O)N3CCOCC3)c2)cc1,0%,20%,-1%,12%,-1%,7%
C/C(=N\Nc1cccc(C(F)(F)F)c1)c1ccc(O)cc1,?,-19%,-29%,?,-1%,-7%
O=C(CNC(=O)c1cccs1)OCC(=O)c1ccc([N+](=O)[O-])cc1,25%,-22%,0%,9%,9%,0%
C/C=C/C(=O)OCC(=O)Nc1cc(-c2cc(C)c(C)cc2C)nn1-c1ccccc1,-2%,?,-21%,-2%,3%,3%
Cc1ccc(C(=O)N/N=C/c2ccc(OC(=O)c3ccccc3Cl)cc2)cn1,-10%,?,-11%,0%,0%,4%
CCN(CC)CCn1c2ccccc2c2cnc(N=CN(C)C)c(C#N)c21,-15%,?,?,?,0%,0%
COc1ccccc1N1CCN(C(=O)C2CCCN(c3ncnc4c3nc3n4CCCCC3)C2)CC1 (stereo not given),2%,-20%,9.3µM*,?,5%,0%
Cc1oc(-c2ccc(Cl)cc2)cc1C(=O)/C(C#N)=C/Nc1ccccc1,?,39%[activator],?,15%,4%,1%
CN1CCN(NC(=O)c2cn(-c3ccccc3)nc2-c2cccc(Br)c2)CC1,8%,?,?,-27%,8%,-3%
C=CCn1c(N2CCCCCC2)nc2c1c(=O)[nH]c(=O)n2C,0%,7%,?,14%,1%,4%

# Entries of single compounds from above:
# Record of Cc1cc(Nc2nc3ccccc3[nH]c2=O)n(-c2ccccc2)n1 : Sm TGR inh = 4%; Pf growth 96h = 1%[5.75 µM]; Pf growth 48h = ?; HCV inhibitor = -7%; LmPK inhibitor = 0%; Tb PYK inh = 2%
# Record of C=CCn1c(N2CCCCCC2)nc2c1c(=O)[nH]c(=O)n2C : Sm TGR inh = 0%; Pf growth 96h = 7%; Pf growth 48h = ?; HCV inhibitor = 14%; LmPK inhibitor = 1%; Tb PYK inh = 4%
